# From PubChem
# VLA-4 inh: inhibition in a human VLA-4 binding assay; VLA-4 expressing cells, ligand binding flow cytometry; inhibition, % (about 7 µM as worked out from the volumes in the protocol); 330,000 compounds, 0.2% hits; in the data active means inhibition above about 50%
# LAP4 TOR yeast: modulators of TOR pathway LAP4-GFP in S. cerevisiae; 320,000 compounds, 0.34% hits; S. cerevisiae LAP4-GFP multiplex, flow cytometry GFP, 3 h; median GFP as percent of DMSO wells; GFP response vs DMSO, % at 10 µM;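 active means GFP response vs DMSO above a set limit, about the screen mean plus 3 SD, cut at about 150% in these data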
# GASC-1 inh: blocks human GASC-1 demethylase activity. Q9H3R0. GST-JMJD2C(1-420) H3K9me3 demethylation, DELFIA europium. inhibition, % at 2.35 µM. 330,000 compounds, 0.069% hits. AID 2099;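 active means more than half of a compound's replicate wells show inhibition beyond 50%, single wells judged on their own value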;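 further: signal counts dimethyl H3K9 product captured on neutravidin plate; 0% = median of DMSO wells and 100% = 0.3 times that DMSO median; strong numbers were not always called active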
# Target sequence (Q9H3R0 1-420 limits assumed): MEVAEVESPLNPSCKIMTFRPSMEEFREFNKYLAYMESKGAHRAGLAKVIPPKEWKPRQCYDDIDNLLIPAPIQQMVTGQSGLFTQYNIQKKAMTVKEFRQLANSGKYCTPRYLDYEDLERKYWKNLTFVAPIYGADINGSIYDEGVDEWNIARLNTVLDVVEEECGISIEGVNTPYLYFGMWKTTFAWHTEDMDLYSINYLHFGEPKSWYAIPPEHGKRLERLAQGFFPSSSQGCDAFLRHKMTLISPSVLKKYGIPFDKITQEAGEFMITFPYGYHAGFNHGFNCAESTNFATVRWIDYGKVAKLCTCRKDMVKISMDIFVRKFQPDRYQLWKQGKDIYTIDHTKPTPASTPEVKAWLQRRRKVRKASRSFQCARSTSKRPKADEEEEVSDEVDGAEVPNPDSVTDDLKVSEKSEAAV
# GRK2 inh: inhibitors of human GRK2 displacing RNA aptamer; P25098; bead flow cytometry, FAM-aptamer displacement from GRK2; inhibition of aptamer binding, % at 10 µM; 330,000 compounds, 0.59% hits;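 active means inhibition of aptamer binding above 40%, roughly 3 SD of noise, on plates passing a quality check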;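 further: median bead fluorescence of bound FAM aptamer so fluorescent compounds give negative values; no value below 0 was filed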
# Target sequence (P25098 whole entry, looked up): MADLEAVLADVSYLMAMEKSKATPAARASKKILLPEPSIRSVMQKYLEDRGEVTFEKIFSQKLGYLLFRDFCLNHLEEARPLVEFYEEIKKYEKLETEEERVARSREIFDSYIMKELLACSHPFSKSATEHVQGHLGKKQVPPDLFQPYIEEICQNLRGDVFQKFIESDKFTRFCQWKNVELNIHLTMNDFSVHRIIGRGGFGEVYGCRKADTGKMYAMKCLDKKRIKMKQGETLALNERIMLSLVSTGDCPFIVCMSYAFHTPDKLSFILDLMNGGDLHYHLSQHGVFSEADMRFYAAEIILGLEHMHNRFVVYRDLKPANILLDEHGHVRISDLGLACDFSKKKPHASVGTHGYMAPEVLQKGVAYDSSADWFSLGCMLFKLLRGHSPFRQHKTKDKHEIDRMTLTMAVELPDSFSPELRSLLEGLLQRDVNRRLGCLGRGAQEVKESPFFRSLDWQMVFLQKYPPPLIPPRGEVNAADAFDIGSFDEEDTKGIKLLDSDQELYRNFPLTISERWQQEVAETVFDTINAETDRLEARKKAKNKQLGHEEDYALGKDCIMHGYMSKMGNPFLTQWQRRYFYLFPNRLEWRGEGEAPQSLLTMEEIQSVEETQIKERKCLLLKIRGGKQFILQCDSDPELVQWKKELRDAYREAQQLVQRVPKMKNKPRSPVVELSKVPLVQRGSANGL
# CIT2 TOR yeast: modulators of TOR pathway CIT2-GFP in S. cerevisiae; S. cerevisiae CIT2-GFP strain, flow cytometry, 3 h; 100 means same as DMSO wells; GFP response vs DMSO, % at 10 µM; 320,000 compounds, 0.065% hits; AID 2029;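 active means GFP response relative to DMSO above a set limit, near the screen mean plus 3 SD, cut at about 150% in these data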;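 further: ratio of well median GFP fluorescence to mean of DMSO wells on the plate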
# AGP1 TOR yeast: alters AGP1-GFP fluorescence in TOR pathway yeast screen; S. cerevisiae AGP1-GFP multiplex flow cytometry, 3 h; GFP as percent of DMSO wells; GFP response vs DMSO, % at 10 µM; 320,000 compounds, 0.02% hits; AID 2066;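 active means GFP response relative to DMSO above a set limit, near screen average plus 3 SD, cut at about 150% in these data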;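 further: median GFP channel fluorescence of the gated AGP1 strain per well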
# RPL19A-GFP yeast: yeast TOR pathway RPL19A-GFP modulation; S. cerevisiae RPL19A-GFP strain, flow cytometry, 3 h; active compounds read low; percent response vs DMSO, % at 10 µM; 330,000 compounds, 0.3% hits;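 active means percent response vs DMSO below 50%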;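 further: median channel GFP fluorescence of the barcoded RPL19A-GFP strain; ratio of sample median GFP to plate DMSO average so 100% = DMSO; lower means less RPL19A-GFP as with rapamycin TOR inhibition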
# MEP2 TOR yeast: modulators of TOR pathway MEP2-GFP in S. cerevisiae | S. cerevisiae MEP2-GFP strain, flow cytometry GFP, 3 h; 100% = DMSO control level | GFP response vs DMSO, % at 10 µM | 330,000 compounds, 0.51% hits | AID 2016;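 active means GFP response versus DMSO above a set limit, roughly screen mean plus 3 SD, cut at about 180% in these data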;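 further: median GFP fluorescence of the barcode-gated MEP2-GFP cells per well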
# Active calls of the source: *; / = no result given.
# Values run as follows: CIT2 TOR yeast	GASC-1 inh	VLA-4 inh	GRK2 inh	RPL19A-GFP yeast	AGP1 TOR yeast	LAP4 TOR yeast	MEP2 TOR yeast
CC1=C(C(=O)OCC2CCCO2)C(c2ccccc2OC(C)C)C2=C(CC(c3ccco3)CC2=O)N1 (stereo not drawn)
 : 94	36	-5	0	92	93	/	116
Cc1ccc(NC(=O)C2COc3ccccc3O2)c(C)c1 (stereo not drawn)
 : 108	-1	-4	2	107	102	104	112
CNc1cc(CSC)nc(SCc2ccc(Cl)cc2Cl)n1
 : 80	-14	-8	1	92	93	164*	98
O=C(N/N=C/c1cccc2ccccc12)c1ccccc1Cl
 : 94	4	-1	0	104	95	106	108
CC(O)CNc1ncnc2cc(-c3ccc(F)cc3)sc12 (stereo not drawn)
 : 92	-1	15	0	96	93	92	93
Cc1cc(C)cc(S(=O)(=O)c2cnc3ccccc3n2)c1
 : 88	19	11	1	96	97	99	94
O=C(COC(=O)C1CCN(c2ccc(C(F)(F)F)cn2)CC1)c1ccccc1
 : 95	0	3	2	97	107	103	96
Cc1ccc(C(=O)CSc2nc3ccccc3c(=O)[nH]2)cc1
 : 105	-2	12	2	100	100	105	106
COc1ccc(Cl)cc1NC(=O)c1sc2nc(C)nc(N3CCOCC3)c2c1C
 : 105	38	9	0	95	95	94	108
CCOC(=O)C1CCN(c2ncnc3c2cnn3C)CC1
 : 90	-8	1	2	97	99	105	92
COc1cccc(C2c3c(C)nn(-c4ccc([N+](=O)[O-])cc4)c3N=C3C(=O)Nc4ccccc4N32)c1 (stereo not drawn)
 : 98	1	-11	6	99	105	93	96
COc1ccc(NCCC#N)cc1
 : 100	14	-4	0	96	100	103	101
O=C(c1cnsn1)N1CCN(c2ccccc2)CC1
 : 98	17	5	0	95	98	100	97
CSc1ccccc1NC(=O)COc1nsnc1N1CCOCC1
 : 101	0	1	0	100	100	106	99
Cc1cc(C)c2cc(C(c3nnnn3C3CCCC3)N3CCOCC3)c(=O)[nH]c2c1 (stereo not drawn)
 : 92	-43	4	0	98	101	98	101
Cc1[nH]c2ccc(C(=O)N3CCN(C)CC3)cc2c1C
 : 108	-4	25	0	100	107	95	114
c1ccc(CO/N=C(\c2ccc(C3CC3)nc2)C2CC2)cc1
 : 94	5	-4	2	94	97	107	96
CS(=O)(=O)Nc1ccc(C(=O)NCCSCc2c(F)cccc2Cl)cc1
 : 98	14	28	0	92	100	96	97
CCCN(CCC)CCCNC(=S)Nc1ccc2nc(N3CCN(C)CC3)cc(C)c2c1
 : 104	1	13	0	94	111	108	91
COc1ccc(C(=O)N/N=C2\CCS(=O)(=O)c3ccc(F)cc32)cc1OC
 : 101	-6	0	0	100	109	106	96
O=C(NCCS(=O)(=O)N1CCN(c2ccccc2)CC1)c1cccs1
 : 109	-5	16	0	105	113	120	102
COC(=O)c1ccccc1NC1=C/C(=N\S(=O)(=O)c2cccs2)c2ccccc2C1=O
 : 99	-15	8	3	94	92	96	93
CCOC(=O)C1CCN(c2cc(=O)n(-c3ccc(OC)cc3)c(=O)[nH]2)CC1
 : 108	19	11	0	103	103	96	95
CC(C(=O)N1CCCC1)N1CCN(S(=O)(=O)c2ccccc2)CC1 (stereo not drawn)
 : 103	2	-3	8	97	103	103	100
Cc1cccc(C(=O)NC(C(=O)Nc2cccc(S(=O)(=O)N3CCCC3)c2)C(C)C)c1 (stereo not drawn)
 : 84	7	-24	0	93	90	92	96
O=C(NCc1ccccn1)C1CCN(S(=O)(=O)N2CCCCC2)CC1
 : 99	5	20	0	98	99	98	100
COc1ccc(C(=O)NN)cc1
 : 94	13	4	3	99	95	105	92
O=C(NCCCN1CCCC1)c1ccc(CSCc2cccc(Cl)c2)o1
 : 99	-10	2	0	/	96	98	99
CCOC(=O)C1(CCOC)CCN(Cc2nc(-c3cccs3)oc2C)CC1
 : 102	-3	-2	3	99	100	95	94
COCCN1CCn2c(nc3cc(Nc4nnc(C)c5ccccc45)ccc32)C1
 : 98	-17	2	1	92	103	100	97

# Individual results from the entries so far.
# For GRK2 inh, CS(=O)(=O)Nc1ccc(C(=O)NCCSCc2c(F)cccc2Cl)cc1 is listed with 0
# For RPL19A-GFP yeast, O=C(N/N=C/c1cccc2ccccc12)c1ccccc1Cl is listed with 104

# Next part.
# Values run as follows: CIT2 TOR yeast	GASC-1 inh	VLA-4 inh	GRK2 inh	RPL19A-GFP yeast	AGP1 TOR yeast	LAP4 TOR yeast	MEP2 TOR yeast
Cc1cccc(NC(=O)c2ccc(-n3ccnc3)nc2)c1
 : 93	-2	-4	0	95	97	82	86
Cc1cccc(NC(=O)c2ccc(S(=O)(=O)N3CCCCCC3)cc2)n1
 : 111	-1	-9	0	95	101	97	96
COc1ccccc1C(NC(C)=O)c1cc(Cl)c2cccnc2c1O (stereo not drawn)
 : 96	0	12	0	96	100	86	92
Cc1nc(CSc2nc3[nH]ncc3c(=O)n2-c2ccccc2)cs1
 : 103	10	-6	1	114	102	109	106
O=C(OCC(=O)N1N=C(c2ccc(Cl)cc2)CC1c1ccco1)c1cccnc1 (stereo not drawn)
 : 97	2	19	0	100	102	106	102
CCCS(=O)(=O)N1CCC(C(=O)N2CCN(C(=O)OCC)CC2)CC1
 : 98	8	0	3	95	96	97	100
CSc1nncc(-c2ccccc2)n1
 : 112	8	-4	2	112	110	101	110
Nc1cc(=O)[nH]c(SCC(=O)c2ccc(O)cc2O)n1
 : 98	1	6	1	90	99	/	96
Cc1ccc([N+](=O)[O-])cc1N/C=C/C(=O)c1ccco1
 : 82	4	20	1	90	92	111	105
CC(=O)N1CCN(c2ccccc2NC(=O)c2ccco2)CC1
 : 106	5	-18	3	108	103	95	90
CCCCCOc1ccc(/C=c2\sc3nc(=O)c(-c4ccccc4)nn3c2=O)cc1OC
 : 105	29	7	0	106	98	99	116
N#Cc1ccsc1NC(=O)CN1CCCCCC1
 : 99	-1	-7	2	95	94	92	98
CN(C)S(=O)(=O)c1ccc(N2CCCC2)c(C(=O)NNC(=O)c2ccccc2)c1
 : 94	0	16	0	98	104	100	102
O=C(CCc1ccc(O)cc1)c1c(O)cc(O)cc1O[C@@H]1O[C@H](CO)[C@@H](O)[C@H](O)[C@H]1O
 : 96	-13	12	0	96	95	104	94
Cc1ccc(NC(=O)C2(c3ccccc3)CC2(Cl)Cl)cc1C (stereo not drawn)
 : 105	-5	21	2	104	107	119	102
Cc1ccc(-c2csc3n[nH]c(=S)n23)cc1
 : 89	-5	-1	3	88	90	90	93
Cn1cccc1CC(=O)N/N=C/c1ccc([N+](=O)[O-])cc1
 : 103	-6	-13	0	99	100	97	96
Cc1ccc(F)cc1CNC(=O)C1CCC(=O)N(CC2CCCCC2)C1 (stereo not drawn)
 : 112	-9	-11	0	105	101	88	109
O=C(c1ccc(-n2cnnn2)cc1)N1CCOCC1
 : 103	1	19	0	102	99	107	105
OC(COc1ccc(CN2CCCCO2)cc1)CN1CCCCC1 (stereo not drawn)
 : /	-2	1	0	90	98	89	111
CN(C)c1ccc(CNC(=O)CN(C)S(=O)(=O)c2ccc3c(c2)c(=O)n(C)c(=O)n3C)cc1
 : 96	-3	-5	0	100	98	98	95
N#CCCn1c(=S)[nH]c2ccccc21
 : 101	-4	23	2	98	102	99	101
Nc1nonc1-n1nnc(C(=O)N/N=C/c2cccc(Cl)c2)c1-c1ccc2c(c1)OCO2
 : 99	5	4	0	103	103	98	101
CC(=O)NCCC1CCCCN1C(=O)c1cc(COc2cc(C)ccc2C)on1 (stereo not drawn)
 : 97	3	-1	0	98	102	98	97
CC(=O)Nc1ccccc1OCc1nnc(-c2ccccc2Cl)o1
 : 98	4	12	1	99	95	98	99
Cc1ccc(-c2[nH]c3cc(C(N)=O)ccc3c(=O)c2O)cc1
 : 96	-9	3	5	98	94	105	86
O=C(NCc1ccccc1)c1ccc[n+]([O-])c1
 : 99	4	9	0	107	100	95	109
CCn1c(SCC(=O)Nc2ccc(S(N)(=O)=O)cc2)nnc1-c1ccccc1OC
 : 105	0	-9	0	101	105	99	103
COc1ccc(CN(C(C)=O)c2ccccc2C(=O)O)cc1
 : 110	-18	3	2	105	97	105	101
COc1cc(-n2c(C)nc3cc(C(=O)N4CCOCC4)ccc32)cc(OC)c1OC
 : 89	9	8	1	100	96	95	96

# Records listed so far shown as hits in LAP4 TOR yeast:
# Values run as follows: CIT2 TOR yeast	GASC-1 inh	VLA-4 inh	GRK2 inh	RPL19A-GFP yeast	AGP1 TOR yeast	LAP4 TOR yeast	MEP2 TOR yeast
CNc1cc(CSC)nc(SCc2ccc(Cl)cc2Cl)n1
 : 80	-14	-8	1	92	93	164*	98

# New compounds follow
# Values run as follows: CIT2 TOR yeast	GASC-1 inh	VLA-4 inh	GRK2 inh	RPL19A-GFP yeast	AGP1 TOR yeast	LAP4 TOR yeast	MEP2 TOR yeast
Cc1ccc(CC(=O)N2CCOCC2)cc1
 : 100	4	11	1	100	102	100	105
CCOc1ccc(N(Cc2ccc(OC)cc2)C(=O)c2ccco2)cc1
 : 95	-3	0	2	98	92	92	94
CCOC(=O)C1CCN(S(=O)(=O)c2cccc3nonc23)CC1
 : 97	5	-4	0	96	102	106	105
COc1cc(Cl)c(C)cc1NC(=O)CSc1nnc(CN2CCCC2)o1
 : 97	-11	-8	0	97	95	109	105
O=C(c1cc2c(=O)n3ccccc3nc2s1)N1CCOCC1
 : /	4	0	0	107	108	104	109
CC1CCN(S(=O)(=O)c2ccc(C(=O)Nc3sccc3C(N)=O)cc2)CC1
 : 102	2	-12	1	102	103	99	108
Cc1ccc(/C=C/C(=O)Nc2cc(S(=O)(=O)N3CCCCCC3)ccc2OCC(F)(F)F)o1
 : 101	-19	6	0	106	102	102	102
CC(C)c1nc2cc(C(=O)N3CCNC(=O)C3c3ccc(F)cc3)ccc2o1 (stereo not drawn)
 : 107	-29	6	0	101	107	98	115
CCOC(=O)Nc1nc(-c2ccc(Cl)cc2Cl)cs1
 : 95	-1	9	0	95	87	82	96
O=C(OCCN1CCN(c2ncc(C(F)(F)F)cc2Cl)CC1)c1ccc(Cl)cc1
 : 93	-12	-2	0	98	94	93	100
COCCn1c(C)cc(C(=O)CSc2nc3ccccc3c(=O)n2Cc2ccco2)c1C
 : 115	7	5	0	103	97	90	84
Cc1cccc(Nc2nc(-c3ccc4c(c3)OCCO4)cs2)c1
 : 108	1	4	0	103	106	122	112
COc1ccc(-c2nnc(-c3ccc(OCC(C)C)cc3)o2)cc1
 : 99	-2	-4	0	95	95	95	98
CC1CCN(C(=O)CSc2nc3c(cnn3-c3ccc(Cl)cc3)c(=O)[nH]2)CC1
 : 92	195	25	1	96	97	100	96
CCSc1ccccc1C(=O)N1CCCC1
 : 96	-31	1	3	101	106	103	104
CC(=O)Nc1cccc(C(=O)OCC(=O)NNC(=O)c2cccs2)c1
 : 99	0	4	2	101	107	105	105
COc1ccc(S(=O)(=O)NCC2CCCN(Cc3cccnc3)C2)cc1 (stereo not drawn)
 : 89	-15	-2	3	103	97	100	102
COc1ccc(C)cc1NC(=O)CN(C)S(=O)(=O)c1ccc2c(c1)CC(C)N2C(C)=O (stereo not drawn)
 : 99	44	6	2	91	90	85	99
O=C(Nc1ccc(S(=O)(=O)Nc2nccs2)cc1)c1cc(-c2ccccn2)nc2ccccc12
 : 90	6	0	1	93	95	95	89
CCOc1ncccc1C(=O)Nc1nnc(C)s1
 : 96	-10	-3	0	98	104	100	93
Cc1cccc(C)c1NC(=O)CNC(=O)Cn1nc(C)c(C)c(C#N)c1=O
 : 91	20	-3	0	90	90	97	96
COC(=O)C1CCN(C(=O)C2CCN(C(=O)[C@H](C)NS(=O)(=O)c3ccc(C)cc3)CC2)CC1
 : 95	0	-6	0	99	102	103	86
O=C(Cc1ccccc1)N/N=C/c1ccc[nH]1
 : 88	1	-8	2	100	96	103	98
Cc1ccc(C(=O)Oc2ccc(/C=N/NC(N)=O)cc2)cc1
 : 88	9	4	0	99	94	103	93
